# HTR1A agonist – 5-HT1a (human) receptor agonism; CHO 5-HT1a Ga15 NFAT-bla reporter, FRET ratio; 0% basal, 100% maximal reference agonist; activation, % at 10 µM; hit rate 0.56% among 65,000;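 active means activation above the screen-wide mean activation plus 3 SD, cut at about 19% in these data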;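 further: 0% = DMSO wells and 100% = 5-CT at EC100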
# Target sequence (P08908 whole entry, looked up): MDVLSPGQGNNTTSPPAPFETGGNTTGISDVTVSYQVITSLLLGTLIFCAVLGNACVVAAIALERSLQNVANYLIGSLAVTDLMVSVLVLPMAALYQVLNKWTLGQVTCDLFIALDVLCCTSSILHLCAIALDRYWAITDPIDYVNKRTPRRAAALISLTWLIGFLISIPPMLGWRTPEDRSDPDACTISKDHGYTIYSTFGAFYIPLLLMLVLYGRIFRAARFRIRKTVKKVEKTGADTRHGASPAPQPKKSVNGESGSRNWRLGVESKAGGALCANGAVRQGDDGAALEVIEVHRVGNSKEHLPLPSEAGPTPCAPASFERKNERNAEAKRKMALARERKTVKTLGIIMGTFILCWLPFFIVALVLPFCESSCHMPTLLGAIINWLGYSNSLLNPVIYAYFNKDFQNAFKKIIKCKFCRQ
# Jurkat tox 60K – reduces viability or proliferation of Jurkat cells; hit rate 1.2% among 56,000; inhibition, % at 4 µM; Jurkat E6.1 viability, ATP luminescence, 48 h;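 active means inhibition above the mean inhibition of all tested compounds plus 3 SD, cut at about 28% in these data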
# S1P1 ag pot – agonists and agonism potentiators of human S1P1 receptor; P21453; S1P1 CRE-bla cells, forskolin, beta-lactamase FRET, potentiator mode; S1P1 agonist co-added at EC20, 2 nM; 100% = saturating reference agonist, 0% = basal; activation, % at 9.5 µM; hit rate 0.57% among 56,000; AID 449;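 active means activation above a cutoff set at the mean activation of all tested compounds plus 3 SD, cut at about 54% in these data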;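 further: forskolin at 4 µM as EC80 and the EC20 agonist is SEW2871; 100% = SEW2871 at its EC100 plus forskolin at EC80; some compounds past the cut are filed as inactive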
# 5HT1a antag – antagonists of human 5-HT1a serotonin receptor; P08908; CHO 5-HT1a Ga15 NFAT-bla reporter, antagonist mode; inhibition, % at 10 µM; hit rate 0.68% among 62,000; AID 612;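 active means inhibition above the mean of all tested compounds plus 3 SD, cut at about 43% in these data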;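 further: receptor stimulated by 5-CT agonist at 100 nM near EC80; beta-lactamase reporter measured by ratiometric fluorescence of a cleavable substrate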
# 5HT1E antag – blocks the human 5-HT1E serotonin receptor | P28566 | hit rate 0.99% among 65,000 | inhibition, % at 6 µM | CHO 5-HT1E Ga15 NFAT-bla reporter, FRET, antagonist;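 active means inhibition above a set limit, the mean inhibition across every tested compound plus 3 SD, cut at about 29% in these data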;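 further: signal is the 460 over 535 nm emission ratio of beta-lactamase substrate; 0% = agonist plus DMSO wells and 100% = wells without agonist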
# HTR1E agonist – agonists of human 5-HT1E serotonin receptor. P28566. CHO 5-HT1E Ga15 NFAT-bla reporter, FRET; 0% DMSO wells, 100% control agonist wells. activation, % at 6 µM. hit rate 0.69% among 65,000. AID 574;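 active means activation above a set limit, the screen-wide mean activation plus 3 SD, cut at about 8.5% in these data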;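 further: 100% = positive control agonist at 1 µM giving full maximal response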
# S1P3 ag – S1P3 (human) receptor agonism; hit rate 0.1% among 60,000; Q99500; S1P3 NFAT-BLA reporter cells, FRET ratio; relative to 1 µM S1P, basal subtracted; AID 373; activation, % at 4.5 µM;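 active means activation above the screen-wide mean plus 3 SD, cut at about 4.5% in these data, passing the limit was not always enough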; further: some compounds called inactive have numbers as strong as hits
#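 Benchmarks: high control 1 µM S1P / System: stable CHO line with human S1P3, Gα16, NFAT-BLA reporter / Dosing: single compound concentration, 4.5 µM final / Timing: 4 h compound at 37 °C, 2 h substrate at RT / Measured by: FRET β-lactamase substrate fluorescence, excitation 405 nm, 460/535 nm emission ratio, background-subtracted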
# D1 mod – D1 dopamine receptor (human) allosteric modulation. P21728. HEK293 D1, CRE-luciferase, dopamine EC30 potentiation; actives deviate in either direction. B-score at 10 µM. hit rate 5.9% among 58,000. AID 641;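 active means luminescence count or its row- and column-corrected plate score outside the 99.7% band of the plate's sample wells, on either side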
# Target sequence (P21728 whole entry, looked up): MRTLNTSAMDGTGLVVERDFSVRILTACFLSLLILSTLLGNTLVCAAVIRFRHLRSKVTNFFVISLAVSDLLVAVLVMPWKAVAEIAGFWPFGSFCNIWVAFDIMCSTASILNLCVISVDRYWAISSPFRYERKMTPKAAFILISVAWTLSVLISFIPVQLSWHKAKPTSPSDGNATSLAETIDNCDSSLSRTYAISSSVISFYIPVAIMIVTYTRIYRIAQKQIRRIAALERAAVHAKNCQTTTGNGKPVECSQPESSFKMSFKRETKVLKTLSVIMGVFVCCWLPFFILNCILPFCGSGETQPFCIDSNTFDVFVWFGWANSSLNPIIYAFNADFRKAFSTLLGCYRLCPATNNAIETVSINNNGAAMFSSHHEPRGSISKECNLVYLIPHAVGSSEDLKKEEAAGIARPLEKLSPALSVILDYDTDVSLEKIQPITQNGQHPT
# HEK293 NFkB inh – lowers PMA/ionomycin-induced NF-kB signal in HEK293 cells | HEK-293 NF-kB luciferase reporter, luminescence | AID 465 | inhibition, % at 3 µM | hit rate 0.21% among 62,000;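 active means inhibition above the mean of all tested compounds plus 3 SD, cut at about 40% in these data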;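 further: 0% = stimulated DMSO wells and 100% = 10 µM reference inhibitor 5653914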
#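 System – HEK-293 cells with stable firefly luciferase reporter driven by four HIV NF-kB elements · Doses – one dose, 3 µM · Schedule – 1 h compound pre-incubation, 16 h PMA/ionomycin at 37 °C · Technique – luminescence from luciferase substrate reagent · Measure – percent inhibition normalized per plate to DMSO and reference-inhibitor controls · Replicates – tested once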
# * hit, by the source's call; · = not tested or not shown.
SMILES,HTR1A agonist,Jurkat tox 60K,S1P1 ag pot,5HT1a antag,5HT1E antag,HTR1E agonist,S1P3 ag,D1 mod,HEK293 NFkB inh
CN1CCN(c2ncnc3c2sc2nc(N4CCOCC4)c4c(c23)CCC4)CC1,1.6,·,·,-9,2,1.4,·,-0.32,7
CC(=O)N1CCc2cc(S(=O)(=O)NCCC(=O)Nc3cc(C)cc(C)c3)ccc21,-3.3,6,-5,0,0,0.3,-0.6,-0.8,15
O=C(NCCN1CCN(c2ccccc2)CC1)C1CCN(S(=O)(=O)N2CCOCC2)CC1,1.6,-9,17,4,7,3.3,-0.8,-0.061,-1
O=c1cc(NCc2ccco2)[nH]c(=O)n1-c1ccc(Br)cc1,-1.8,·,·,1,0,0.6,·,0.14,17
CC(C)(C)Nc1ncnc2c1cnn2-c1ccccc1,-0.9,3,-6,22,3,-0.3,-0.4,·,-66
NC(=O)c1cc(S(=O)(=O)Nc2cccc(F)c2)co1,1.4,-1,-8,1,-5,1.2,-0.3,-1.1,5
CCCN(CCC)CCCNC(=O)CC(C(=O)N1CCc2ccccc21)n1ccnc1 (stereo not drawn),-3.6,-3,-16,-1,-4,-0.4,-0.4,0.014,19
Cc1ccc(S(=O)(=O)c2cc3c(=O)n4cc(C)ccc4nc3n(CC3CCCO3)c2=N)cc1 (stereo not drawn),-2.1,2,-22,-3,2,0.3,0.1,0.75,11
CC1(C)Cc2c(sc3nc4n(c(=N)c23)CCCCC4)CO1,14,·,-10,·,-3,0.5,-3.0,0.89,·
O=C(C(F)C(F)(F)F)N1CCN(c2ccccc2)CC1 (stereo not drawn),-2.9,-3,-32,-6,-15,-0.8,0.0,0.072,10
COc1ccc(CSc2nncn2N)cc1Br,-1.5,-5,-18,-13,-4,-0.7,0.5,3.7,-3
Nc1nc(C2CCCN2S(=O)(=O)c2ccc(Cl)cc2)cs1 (stereo not drawn),-3.3,9,9,-4,3,-0.8,-0.5,0.14,4
O=S(=O)(c1cnc[nH]1)N1CCCCCC1,-3.3,2,2,-5,-3,-0.7,0.2,0.86,25
Cc1ccc(-c2c3c(=O)n(C)c(=O)n(C)c3cn2Cc2cccnc2)cc1,-2.9,9,0,7,6,-1.8,-0.7,0.05,30
CCOC(=O)C1CCCN(C(=O)C2CCN(S(=O)(=O)CC)CC2)C1 (stereo not drawn),-0.7,1,3,3,-7,-0.5,-0.2,0.47,18
COc1ccc2c(c1)CCc1c(C(=O)NC3CCCCC3)noc1-2,-0.5,7,94,-3,-12,-1.1,-1.3,-1.9,-30
O=C(NC1=NCCS1)c1ccc(Cl)s1,-1.3,-4,3,10,3,-0.1,-0.5,-1.4,-33
COC(=O)CN1CCN(C(=O)c2ccc(F)cc2)c2ccccc2C1,-2.1,-6,5,8,5,0.1,-1.3,-0.31,5
Cc1nc(CN2CCN(C(=O)NC3(c4ccccc4)CC3)CC2)cs1,-4.8,1,-37,2,-10,0.8,4.1,-0.51,12
Cc1cc(=O)[nH]c(SCC(=O)c2ccc(C(C)C)cc2)n1,-1.7,2,14,8,3,-0.6,-1.9,0.36,19
CC1(C)SCC2C(=O)N3C(CSC3(C)C)C(=O)N21 (stereo not drawn),-0.6,0,-23,-5,-3,0.4,-1.1,0.025,6
Cc1nc(NCCO)c(C#N)c2c1COC(C)(C)C2,-1.4,·,-2,·,-6,-0.3,-3.3,·,·
N#Cc1nc(COc2ccccc2F)oc1NCCc1ccccc1,-3.3,15,6,11,8,0.1,-0.3,0.41,0
CCOc1ccc(N2Cc3ccccc3C2)cc1,0.0,4,-10,5,-3,-0.1,-0.1,·,-7
COc1ccc(-n2c(SCC(=O)Nc3ccc4c(c3)OCO4)nc3c(c2=O)SCC3)cc1,-0.2,-3,-10,-22,-7,0.9,0.8,-0.036,6
Cc1cc2cc(CNC(=O)Nc3ccccc3)ccc2n1C,-4.6,-1,-26,-1,0,0.1,-1.1,-1,-16
CCN(CC)S(=O)(=O)c1cccc(C(=O)Nc2ccccc2)c1,-2.6,30*,5,16,1,-1.6,-0.3,·,1
COc1ccccc1-c1nnc(SCCN2CCOCC2)n1-c1ccc(C)cc1,1.2,1,-3,-7,-14,0.4,-0.8,0.86,8
Cc1cc(NC2C3CC4CC(C3)CC2C4)n2nnnc2n1 (stereo not drawn),0.9,1,-11,-1,0,-1.0,-0.2,0.43,10
CC(C)(C)NC(=O)Cn1ccc(=N)c2ccccc21,0.2,-6,7,-5,-6,0.9,0.2,-0.39,-6
COCc1nn2c(N)c(C#N)cnc2c1-c1ccccc1,-0.8,-1,·,6,0,0.5,-0.5,·,15
Cc1c(CN2CCCCC2C)c(=O)n(-c2ccccc2)n1C (stereo not drawn),-2.0,-5,-9,-12,-2,0.5,-1.0,-0.1,3
O=C1c2cccnc2C(Nc2ccc(S(=O)(=O)N3CCCCC3)cc2)N1Cc1ccccc1 (stereo not drawn),0.9,-2,7,-8,-12,0.3,0.5,-1.4*,9
COc1ccc(C2c3c(-c4ccccc4O)n[nH]c3C(=O)N2CCc2ccc(OC)c(OC)c2)cc1 (stereo not drawn),0.1,4,-14,30,15,1.1,-1.2,4.6,-2
CC1(C)CC(NC(=O)c2ccccc2Cl)CC(C)(C)N1,-1.5,-2,-17,-2,-6,-0.3,-0.2,-0.03,19
COc1ccc(C(=O)NCc2nnc(SCC(=O)Nc3cccc(C(F)(F)F)c3)o2)cc1OC,-0.5,·,·,9,-1,-0.9,·,0.28,21

# An excerpt from above in order of SMILES length, highest first.
SMILES,HTR1A agonist,Jurkat tox 60K,S1P1 ag pot,5HT1a antag,5HT1E antag,HTR1E agonist,S1P3 ag,D1 mod,HEK293 NFkB inh
COc1ccc(C2c3c(-c4ccccc4O)n[nH]c3C(=O)N2CCc2ccc(OC)c(OC)c2)cc1 (stereo not drawn),0.1,4,-14,30,15,1.1,-1.2,4.6,-2
CC1(C)CC(NC(=O)c2ccccc2Cl)CC(C)(C)N1,-1.5,-2,-17,-2,-6,-0.3,-0.2,-0.03,19
Cc1cc(NC2C3CC4CC(C3)CC2C4)n2nnnc2n1 (stereo not drawn),0.9,1,-11,-1,0,-1.0,-0.2,0.43,10
CC(C)(C)NC(=O)Cn1ccc(=N)c2ccccc21,0.2,-6,7,-5,-6,0.9,0.2,-0.39,-6

# The results go on:
SMILES,HTR1A agonist,Jurkat tox 60K,S1P1 ag pot,5HT1a antag,5HT1E antag,HTR1E agonist,S1P3 ag,D1 mod,HEK293 NFkB inh
COCCn1c(COc2ccc(C)cc2)nc2ccccc21,-0.9,-1,-10,21,8,-0.5,-0.8,-0.69,2
COCc1nnc(NS(=O)(=O)c2ccc(Br)cc2)s1,-0.8,0,-13,-14,-4,-0.1,-0.3,-1.3,17
CCc1ccc(S(=O)(=O)NCCc2cn3ccsc3n2)s1,1.2,-10,5,-3,3,1.0,0.0,-0.17,-10
O=C(C1CCCO1)N1CCN(c2c3c(nc4cc(-c5ccc(F)cc5)nn24)CCC3)CC1 (stereo not drawn),-0.5,-1,-16,2,8,0.0,0.4,-0.3,-1
COc1cccc(NC(=O)C2CCCN(S(=O)(=O)c3ccc(-n4cnnn4)cc3)C2)c1 (stereo not drawn),-2.8,3,4,1,-1,-0.8,-1.1,-4.1*,26
CS(=O)(=O)N(CC(=O)N1CCN(Cc2ccccc2)CC1)C1CCCCC1,-0.8,-2,·,-12,-7,0.6,-0.5,0.033,7
CCCn1c(=O)[nH]c(=O)c2c1nc(-c1ccc3c(c1)OCCO3)n2CCN1CCOCC1,0.8,-8,-2,2,-10,1.0,0.6,0.56,7
O=C(O)c1cc(S(=O)(=O)N2CCCCCC2)c(Cl)cc1Cl,-1.0,7,-12,-3,-2,0.3,-0.7,-0.95,-3
NC(=O)c1oc2ccc(Cl)cc2c1NC(=O)CN1CCOCC1,0.1,6,2,1,-9,-0.7,-1.5,0.058,26
CC(=O)c1c(C)nc(C)nc1NC(=O)Cc1ccccc1,0.2,8,-15,-3,8,-1.6,-0.6,-0.57,26
CCOc1ccc2[nH]c(=O)c(CN(Cc3ccco3)C(=O)c3cccc(F)c3)cc2c1,-1.9,11,0,-3,4,0.4,-0.5,·,3
Cc1ccc(N(C(C)C(=O)Nc2ccc(S(=O)(=O)N3CCOCC3)cc2)S(C)(=O)=O)cc1C (stereo not drawn),-0.2,-3,·,-6,-2,0.9,-0.5,-0.017,1

# Part of the list above, reduced to HTR1E agonist and S1P1 ag pot:
structure	HTR1E agonist	S1P1 ag pot
O=C(O)c1cc(S(=O)(=O)N2CCCCCC2)c(Cl)cc1Cl	0.3	-12
COc1cccc(NC(=O)C2CCCN(S(=O)(=O)c3ccc(-n4cnnn4)cc3)C2)c1 (stereo not drawn)	-0.8	4
NC(=O)c1oc2ccc(Cl)cc2c1NC(=O)CN1CCOCC1	-0.7	2
CCCn1c(=O)[nH]c(=O)c2c1nc(-c1ccc3c(c1)OCCO3)n2CCN1CCOCC1	1.0	-2
O=C(C1CCCO1)N1CCN(c2c3c(nc4cc(-c5ccc(F)cc5)nn24)CCC3)CC1 (stereo not drawn)	0.0	-16

# Carrying on.
SMILES,HTR1A agonist,Jurkat tox 60K,S1P1 ag pot,5HT1a antag,5HT1E antag,HTR1E agonist,S1P3 ag,D1 mod,HEK293 NFkB inh
Cc1ccc(CN2CC(C(=O)Nc3ccc(S(=O)(=O)Nc4cc(C)nc(C)n4)cc3)CC2=O)cc1 (stereo not drawn),-0.7,-2,-11,-14,-11,-0.1,0.2,-0.35,14
C=C(C)c1cccc(C(C)(C)NC(=O)N2CCN(CC(N)=O)CC2)c1,0.3,8,-4,-1,0,-0.2,-0.3,-0.58,10
N#Cc1cc2sc3nnc(-c4ccncc4)n3c2cc1C#N,0.1,3,-25,-6,0,0.4,-0.8,0.25,24
CCN(CC)CCOC(=O)c1c(C)oc2ccc(O)cc12,-2.5,-6,-23,8,-1,2.0,-0.7,-1.6,4
Cc1ccc(-n2c(=O)[nH]cc(C(=O)Nc3ccc4c(c3)OCCO4)c2=O)cc1C,-1.9,4,11,3,10,-0.3,87,0.093,19
O=S(=O)(NC1c2cccc3cccc(c23)C1N1CCN(CCO)CC1)c1ccccc1 (stereo not drawn),0.2,-3,-16,10,1,0.2,-2.1,-0.044,12
COc1ccccc1CNC(=O)c1ccc(NS(C)(=O)=O)cc1,-0.5,-6,-11,-3,3,-1.5,-0.2,0.19,-1
Nc1nc2n(n1)C(c1ccco1)CC(c1ccc(Cl)cc1)N2 (stereo not drawn),-2.6,3,9,5,0,0.3,-1.5,0.82,20
COCCCn1c(SCC(=O)OC2CCCCC2)nnc1-c1cccs1,0.1,1,-10,9,7,0.1,-0.7,·,-6
COc1c2occc2c(OC)c2c(=O)cc(C(F)(F)C(F)(F)F)oc12,-2.9,-5,-13,-4,-5,-0.3,-0.3,1.1,17
O=C1NC2C(NC(=O)N2C2CCCCC2)N1C1CCCCC1 (stereo not drawn),-3.1,-8,4,-11,-1,1.0,-0.1,·,21
CC(C)(C)n1nnnc1CN1CCN(C2CCCC2)CC1,-2.3,4,-7,1,11,-1.0,0.1,-0.13,0

# Screening data deposited in PubChem by several laboratories.
